From PubChem BioAssay
M4 ag – agonists of human muscarinic M4 receptor (CHRM4); AID 624127; 360,000 tested, 0.14% active; activation, % at 3 µM; CHO-K1 hM4/Gqi5, Fluo-8 calcium fluorescence; vehicle 0%, full acetylcholine response 100%; P08173;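 active = activation above the run mean over all test wells plus 3 SD, cut at about 32% in these data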;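 also: peak over basal fluorescence ratio per well then scaled between controls; 0% = DMSO wells and 100% = acetylcholine at EC100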
Target sequence (P08173 whole entry, looked up): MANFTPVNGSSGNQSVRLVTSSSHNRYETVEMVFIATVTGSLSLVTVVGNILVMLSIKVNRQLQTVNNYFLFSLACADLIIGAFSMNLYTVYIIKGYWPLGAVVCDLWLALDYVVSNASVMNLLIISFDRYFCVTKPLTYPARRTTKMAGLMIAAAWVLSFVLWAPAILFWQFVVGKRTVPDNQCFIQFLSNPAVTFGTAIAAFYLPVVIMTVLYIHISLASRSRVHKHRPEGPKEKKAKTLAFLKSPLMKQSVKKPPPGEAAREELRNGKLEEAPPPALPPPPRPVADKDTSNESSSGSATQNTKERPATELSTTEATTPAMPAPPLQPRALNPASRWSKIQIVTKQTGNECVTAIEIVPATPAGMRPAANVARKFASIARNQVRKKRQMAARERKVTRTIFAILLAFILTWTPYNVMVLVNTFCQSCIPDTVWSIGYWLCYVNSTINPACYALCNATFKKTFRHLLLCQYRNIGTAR
CHO-K1 Ca ag – nonselective activator or artifact in parental CHO-K1 cells; Fluo-8 calcium fluorescence; scaled to maximal ATP response, vehicle zero; activation, % at 3 µM; 360,000 tested, 0.48% active; in the data active = activation above about 15%;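 also: untransfected CHO-K1 host cells lacking M1 receptor as counterscreen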
CHRM4 PAM – CHRM4 positive allosteric modulation | CHO-K1 hM4/Gqi5, Fluo-8 calcium fluorescence, ACh EC20; 0% = ACh EC20, 100% = maximal ACh | activation, % at 3 µM | 360,000 tested, 0.4% active | AID 624126;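 active = activation above its plate's cutoff, the mean activation of sample wells plus 3 SD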; also: some results filed as inactive read as strong as hits
M5 PAM – CHRM5 positive allosteric modulation; AID 624038; activation, % at 3 µM; 360,000 tested, 0.3% active; CHO-K1 hM5, Fluo-8 calcium, ACh EC20 PAM; 0% = ACh EC20, 100% = ACh EC100; P08912;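 active = activation above the run cutoff, the mean activation of all test compounds plus 3 SD, cut at about 18% in these data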
Target sequence (P08912 whole entry, looked up): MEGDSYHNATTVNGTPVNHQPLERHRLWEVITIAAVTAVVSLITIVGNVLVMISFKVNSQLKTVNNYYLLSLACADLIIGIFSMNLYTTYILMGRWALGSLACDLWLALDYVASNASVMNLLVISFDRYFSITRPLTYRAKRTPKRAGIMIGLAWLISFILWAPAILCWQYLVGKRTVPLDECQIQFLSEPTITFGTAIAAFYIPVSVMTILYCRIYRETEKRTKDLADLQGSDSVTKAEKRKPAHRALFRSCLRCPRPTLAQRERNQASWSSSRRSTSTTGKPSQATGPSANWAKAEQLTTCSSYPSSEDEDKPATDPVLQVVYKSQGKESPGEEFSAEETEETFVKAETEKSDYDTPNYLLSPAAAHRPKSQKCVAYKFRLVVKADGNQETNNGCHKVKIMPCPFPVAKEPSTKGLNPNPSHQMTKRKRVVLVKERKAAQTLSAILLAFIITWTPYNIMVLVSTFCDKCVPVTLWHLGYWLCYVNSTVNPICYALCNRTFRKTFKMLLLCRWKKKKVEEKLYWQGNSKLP
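System: CHO-K1 hM5 cells. Reagent: acetylcholine, EC20 level. Compound dosing: single dose, 3 µM nominal final test concentration. Timing: Post-acetylcholine fluorescence recording 140 s. Detection: Fluo-8 calcium fluorescence. Read-out: % activation, ACh-normalized. Benchmarks: ACh EC20 and EC100 wells. Repeats: singlicate, one well per test compound.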
CHO-K1 Ca PAM – counter-screen for M1 PAMs: effect in parental CHO-K1 cells; ATP EC20, Fluo-8 calcium fluorescence; 0% at ATP EC20, 100% at ATP max; 360,000 tested, 0.02% active; activation, % at 3 µM; AID 602247;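 active = activation above the run cutoff, the mean activation of all test compounds plus 3 SD, cut at about 40% in these data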;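 also: peak over basal fluorescence ratio in a 140 s read after ATP addition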
M4 antag – blocks acetylcholine activation of human M4 receptor. 360,000 tested, 0.73% active. P08173. CHO-hM4 cells, ACh EC80, Fluo-8 calcium fluorescence. inhibition, % at 3 µM. AID 624125;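 active = inhibition above its plate's cutoff, the mean inhibition of sample wells plus 3 SD, cut at about 27% in these data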;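 also: 0% = acetylcholine EC80 with DMSO and 100% = DMSO without agonist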
CHO-K1 Ca antag – counter-screen for M1 antagonists: effect in parental CHO-K1 cells. ATP-induced calcium, Fluo-8 fluorescence. inhibition, % at 3 µM. 360,000 tested, 0.6% active;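 active = inhibition above a per-plate cutoff, the plate's mean sample inhibition plus 3 SD, cut at about 24% in these data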;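 also: 0% = DMSO plus EC80 ATP and 100% = DMSO alone without ATP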
CHRM5 agonist – agonists of human muscarinic M5 receptor (CHRM5) | 360,000 tested, 0.19% active | AID 624037 | CHO-K1 hM5 cells, Fluo-8 calcium fluorescence; 0% DMSO wells, 100% maximal acetylcholine response | activation, % at 3 µM;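 active = activation above the run's mean over test compounds plus 3 SD, cut at about 23% in these data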;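 also: signal is peak over basal fluorescence ratio across the kinetic read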
M5 antag – blocks acetylcholine activation of human M5 receptor | P08912 | CHO-hM5 cells, Fluo-8 calcium fluorescence, ACh EC80 | inhibition, % at 3 µM | 360,000 tested, 0.59% active | AID 624040;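 active = inhibition above a per-plate cutoff, the mean of that plate's test compounds plus 3 SD, cut at about 27% in these data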;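 also: 0% = acetylcholine EC80 with DMSO and 100% = DMSO without agonist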
An asterisk follows results filed as active; nt = not tested or not shown.

SMILES	M4 ag	CHO-K1 Ca ag	CHRM4 PAM	M5 PAM	CHO-K1 Ca PAM	M4 antag	CHO-K1 Ca antag	CHRM5 agonist	M5 antag
COC(=O)N(NC(=O)C(O)(C(C)C)C(C)C)c1ccccc1	0	0.2	11	9	-4	4	-1	-1	4
COCCn1c(-c2ccc(Br)cc2)nc2oc3cc(OC)ccc3c(=O)c2c1=O	0	-0.4	-8	-7	-15	5	4	-3	21
CCN1C(=S)N[C@@H](c2cccs2)C(C(=O)OC)=C1C	-1	-0.9	11	4	5	4	-7	-1	11
O=C(O)CN1C(=O)/C(=C\c2ccc(OC(=O)c3ccco3)cc2)SC1=S	4	-0.3	0	-4	-9	-3	4	-2	12
O=C(OCC(=O)N1CCN(c2ccccc2)CC1)c1ccccc1OC(F)F	3	0.6	2	-3	-19	-2	13	-1	5
COC(=O)C1=C(C)NC(C)=C(C(=O)OC)C1c1ccc(OC(=O)c2oc3ccccc3c2C)c(OC)c1	0	-0.6	-2	-2	-8	7	0	-3	4
O=C(N=Nc1c(O)[nH]c2ccc(Br)cc12)c1ccco1	2	0.6	-2	-6	19	-3	-10	0	3
O=[N+]([O-])c1ccc(S(=O)(=O)NCCS(=O)(=O)N2CCN(c3ccccc3)CC2)cc1	10	5.9	-13	-10	-23	14	7	3	14
Cc1ccc(C(=O)Nc2ccc3c(c2)OCO3)cc1	-1	-0.3	-5	0	-9	5	0	-3	1
COc1ccc(C2CC2/C(C)=N/OC(=O)C2CC2)cc1 (centres undefined)	1	0.8	1	8	27	0	-9	-2	-15
CCCCC1(CO)C(=O)N(c2ccccc2)N(c2ccccc2)C1=O	1	0.5	9	12	-6	-5	1	6	-1
Cc1cccc(N(CC(=O)Nc2ccc(CC#N)cc2)S(C)(=O)=O)c1	1	0.0	-1	-5	-2	2	1	-2	5

At a glance, some entries already given.
SMILES	M4 ag	CHO-K1 Ca ag	CHRM4 PAM	M5 PAM	CHO-K1 Ca PAM	M4 antag	CHO-K1 Ca antag	CHRM5 agonist	M5 antag
COC(=O)N(NC(=O)C(O)(C(C)C)C(C)C)c1ccccc1	0	0.2	11	9	-4	4	-1	-1	4
COCCn1c(-c2ccc(Br)cc2)nc2oc3cc(OC)ccc3c(=O)c2c1=O	0	-0.4	-8	-7	-15	5	4	-3	21

Continuation.
SMILES	M4 ag	CHO-K1 Ca ag	CHRM4 PAM	M5 PAM	CHO-K1 Ca PAM	M4 antag	CHO-K1 Ca antag	CHRM5 agonist	M5 antag
CCC(CO)N=CC1=C(O)CC(C)(C)CC1=O (centres undefined)	1	0.1	3	-1	8	0	-1	1	6
Cc1ccc(S(=O)(=O)N2[C@@H](c3ccc(F)cc3)C(C(=O)O)=C[C@H]2CC2CCCC2)cc1	2	0.2	-5	-7	-8	8	17	2	17
Cn1nc(C(=O)NCc2ccc(Cl)cc2)c2c1-c1ccccc1S(=O)(=O)C2	8	6.2	-5	-6	-6	5	-10	-3	13
O=C1CCCc2c1cc(C(=O)Nc1ccc(Cl)cn1)c(=O)n2-c1ccccc1	4	1.7	-1	-2	12	3	-10	0	-3
Cc1cc(=O)n2c(-c3ccc(Cl)cc3)csc2n1	1	0.7	0	1	13	-5	-9	-5	5
O=C1C=C(c2cc3ccccc3o2)C[C@@H](c2ccc(F)cc2)C1	1	0.0	1	-3	14	7	-8	2	12
CCOC(=O)c1sc(SC)c(C(C)=O)c1C	-1	-0.3	17	7	18	-13	-11	-5	3
O=C(Nc1cccc(C(=O)N2CCOCC2)c1)C1CC1	0	0.0	2	1	14	-10	3	0	1
Cc1cc(Br)cn2c(Cc3ccccc3C(F)(F)F)c(C3CCCCC3)nc12	-1	-0.6	0	-1	5	-22	-8	2	-4
CC(C)CC1CCCC12NC(=O)NC2=O (centres undefined)	-2	0.1	-12	-3	-12	6	0	2	4
COc1ccc(Oc2coc3cc(OC(=O)N4CCOCC4)ccc3c2=O)cc1	7	5.5	6	-4	7	-3	-39	6	-2
CCCCn1c(N)c(N(CC(C)C)C(=O)CSCc2ccc(Cl)c(Cl)c2)c(=O)[nH]c1=O	1	-0.7	8	4	7	-17	2	-3	-8
CO[C@@H]1CN(C)C(=O)c2cc(NC(=O)Nc3cc(F)ccc3F)ccc2OC[C@H](C)NC[C@@H]1C	2	nt	3	0	nt	-1	nt	-5	3
COc1ccc(OC)c(CC(=O)N2CCc3cc(OC)c(OC)cc3C2)c1	1	1.8	0	-3	-9	-1	-13	-2	-1
COc1ccc(CC(O)CO)cc1OCc1ccccc1 (centres undefined)	2	0.5	0	-2	2	1	-9	1	2
COc1cc(OCc2ccc(C)cc2)ccc1CNC[C@H]1O[C@@H](n2cnc(C(N)=O)n2)[C@H](O)[C@@H]1O	1	0.2	2	-1	2	4	9	1	6
CC(C)(C)NC(=O)/C(=C\c1ccco1)NC(=O)c1ccco1	1	0.7	4	7	4	3	-14	-1	-4
CC(C)(C)N1CC(c2nc3ccccc3n2Cc2ccccc2)CC1=O (centres undefined)	0	1.5	4	7	30	7	-18	-3	2
O=C(CSc1nnc(-c2ccc3c(c2)OCO3)o1)Nc1ncc(Cl)cc1Cl	1	0.1	3	2	23	-6	2	-3	-4
CCc1ccccc1OCC(=O)Nc1ccc(F)c(S(=O)(=O)N2CCOCC2)c1	16	3.5	-5	-17	10	1	-6	3	17
Cc1cccc(NS(=O)(=O)c2cc([N+](=O)[O-])ccc2C)n1	1	0.0	10	4	4	-18	-5	-3	-4
CCN(CC)CCNc1ccc(C)c2sc3ccc(O)cc3c(=O)c12	1	0.9	2	-1	-18	-3	1	4	6
Cc1ccc(SC[C@H](Cc2ccccc2)N2CC[C@@H](C)CCC2=O)cc1	-2	-0.9	-6	0	8	-4	-17	5	4
COc1ccc(CCNC(=O)/C(=C/c2cccnc2)NC(=O)c2ccccc2)cc1	2	1.3	2	11	15	-11	-10	-1	-3
CCOc1ccc(S(=O)(=O)Nc2ccc(C(=O)NCCCN3CCCC3=O)cc2)cc1	1	0.9	2	3	20	-1	-5	4	1
CC1(C)CN(c2ccccc2)N(C(=O)c2ccc(C#N)cc2)C1=O	0	0.1	7	0	12	0	-8	1	6
CC(O)CN(Cc1ccc(Cl)cc1)CC(C)O (centres undefined)	2	-0.6	-3	-2	-5	1	3	0	0
CCN(C(=O)COC(=O)Cc1cccc2ccccc12)C1CCS(=O)(=O)C1 (centres undefined)	3	0.8	8	9	9	-3	-7	4	-5
Cn1nnc(NCc2cc(Br)ccc2OCc2ccccc2F)n1	4	0.3	-4	-1	-12	-2	23	-5	-3
O=c1c2cc(Cl)ccc2[nH]c(=S)n1Cc1ccco1	-1	1.7	4	-2	8	-16	-9	-3	-18
O=C(O)c1nn2c(c1Br)NC(c1ccccc1)CC2C(F)(F)F (centres undefined)	0	0.5	3	-1	16	-1	-13	0	0
CCOc1ccc(-n2c(=O)c3sccc3n(CC(=O)NCCc3ccc(OC)c(OC)c3)c2=O)cc1	-1	1.0	-4	0	13	12	-13	-2	6
O=C(NCc1ccc(N2CCCC2=O)cc1)c1cn(CCc2ccccc2)nn1	2	-0.2	10	7	-7	-6	8	2	0
Cc1cccc(NC(=O)c2c([N+](=O)[O-])cnn2C)c1	0	0.2	0	-3	-7	1	4	-9	15
COc1ccc(-c2nnc3ccc(SCC(=O)NCC4CCCO4)nn23)cc1 (centres undefined)	2	0.4	0	-7	10	4	-7	1	6
COc1ccc(NC(=O)C2CC(=O)N(CCc3ccc(F)cc3)C2)c(OC)c1 (centres undefined)	3	2.2	-7	-4	-25	-1	-4	-3	3
Cc1ccc(S(=O)(=O)NCCC(=O)NCc2cccnc2)cc1	1	1.3	-1	-6	-2	2	3	-1	6
O=C(Oc1ccc2ccc(=O)oc2c1)c1ccc([N+](=O)[O-])cc1	0	0.5	-5	4	6	-3	-4	0	5
O=C(NCCCCc1ccccc1)c1ccccc1Cl	0	0.5	7	-5	18	-11	-21	-2	11
Cc1[nH]nc2c1C(C(C)C)C(C#N)=C(N)O2 (centres undefined)	1	0.2	7	3	14	-7	-6	-2	-5
CCOc1ccc(CNC(=O)c2ccco2)cc1	0	-0.3	-11	3	-20	6	11	-4	7
Cc1ccc2nc(-c3ccncc3)cc(C(=O)Nc3ccc(F)cc3C)c2c1	3	1.4	2	-1	-1	-11	-7	-2	-8
COc1ccc(NC(=O)c2nc3nccc(C)n3n2)cn1	1	-0.3	3	2	9	-5	-2	-1	4
Cc1cc(C)nc(NS(=O)(=O)c2ccc(NC(=O)c3snnc3C)cc2)n1	0	0.7	1	-1	16	-11	-12	-4	6
Cc1cc(C)cc(NC(=O)[C@@H](NC(=O)c2ccco2)C(C)C)c1	-1	0.2	-6	-4	-3	0	-14	-6	10
O=S(=O)(c1ccccc1Oc1ccc(Cl)cc1Cl)N1CCCCC1	0	0.4	-1	7	17	1	-1	2	-7
Cc1ccccc1NC(=S)NCCc1c[nH]c2ccccc12	3	2.5	-4	-3	17	1	1	-8	-6
CCc1ccc2cc(F)cc(F)c2n1	-1	1.5	0	3	29	1	-4	2	-4
CC(C)n1nnnc1SCC(=O)N(C)C1CCS(=O)(=O)C1 (centres undefined)	2	0.6	1	11	18	-8	-14	1	10
Cc1nc2[nH]c(=S)n(C)c(=O)c2nc1C	0	-0.3	-3	0	7	-2	-6	0	7
O=C(COC(=O)c1ccc(S(=O)(=O)N2CCc3ccccc3C2)cc1)NC1CCS(=O)(=O)C1 (centres undefined)	1	1.5	2	1	15	-10	-16	1	-4
Cc1ccc(Nc2nc(N3CCOCC3)c3ccccc3n2)cc1	4	1.8	-6	-7	5	2	-6	-2	5
c1cncc(-c2nnc(-c3cccs3)o2)c1	1	0.6	-2	0	14	0	-12	0	0
Cc1csc(=O)n1CCC(=O)OCC(=O)NNC(=O)c1ccc(Br)cc1	1	-0.3	7	5	-1	-2	10	1	7
CC1CCN(c2nnc(N3CCC(C)CC3)c3ccccc23)CC1	0	-0.3	-1	-3	10	-5	-3	-1	-6
O=C(CN1C(=O)C2C3C=CC(C3)C2C1=O)N1CC=C(c2ccccc2)CC1 (centres undefined)	2	1.5	-3	-1	11	2	-7	-2	6
O=C(COc1ncnc2sccc12)Nc1cccc(S(=O)(=O)N2CCOCC2)c1	2	-0.2	9	4	11	5	-14	1	-3
O=S(=O)(c1ccccc1)c1nc(-c2cccs2)oc1NCc1cccnc1	2	0.2	8	1	9	-12	-16	1	9
O=C(Cc1ccc([N+](=O)[O-])cc1)N1N=C(c2ccncc2)CC1(O)C(F)(F)F (centres undefined)	1	0.1	0	7	17	-2	-14	-2	3
CC(C)CNC(=O)C1(C)CCCN1C(=O)c1csnn1 (centres undefined)	0	0.4	10	7	4	-2	2	-1	14
O=C(c1ccc(S(=O)(=O)N2CCOCC2)cc1)N1CCOCC1	2	-0.2	4	12	-11	-1	16	5	2
O=C(NC(=S)NC1CCCCC1)c1ccc(Cl)cc1	-1	0.0	-3	1	-1	-8	-15	-6	-8
COc1cc(C)ccc1OCCOCCOc1ccccc1Br	0	-0.2	3	1	11	-2	-8	-2	3

An excerpt of these results, with bars between the fields:
Structure | M4 ag | CHO-K1 Ca ag | CHRM4 PAM | M5 PAM | CHO-K1 Ca PAM | M4 antag | CHO-K1 Ca antag | CHRM5 agonist | M5 antag
Cc1nc2[nH]c(=S)n(C)c(=O)c2nc1C | 0 | -0.3 | -3 | 0 | 7 | -2 | -6 | 0 | 7
O=C(COc1ncnc2sccc12)Nc1cccc(S(=O)(=O)N2CCOCC2)c1 | 2 | -0.2 | 9 | 4 | 11 | 5 | -14 | 1 | -3
O=C(NC(=S)NC1CCCCC1)c1ccc(Cl)cc1 | -1 | 0.0 | -3 | 1 | -1 | -8 | -15 | -6 | -8
